N370S GC mod = N370S glucocerebrosidase modulation, Gaucher chaperone candidate; P04062; N370S GC spleen homogenate, 4MU-glucoside fluorescence; Potency, µM (top dose mostly 59.4 µM), for the others: at the highest dose activity change, negative = inhibition, actives largely listed as inhibitors; actives 0.092% (n = 330,000); AID 2101;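 also: 0% = full enzyme activity and -100% = no enzyme basal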
TDP1 block = TDP1 (human) enzyme inhibition. recombinant TDP1, AlphaScreen DNA substrate cleavage. Q9NUW8. actives 0.28% (n = 350,000). Potency, µM (titrated, usually from 130 µM), without a hit: at the top dose activity change, negative = inhibition, actives largely listed as inhibitors; also: nearly all actives have a fitted effect of over 40% in size
Target sequence (Q9NUW8 whole entry, looked up): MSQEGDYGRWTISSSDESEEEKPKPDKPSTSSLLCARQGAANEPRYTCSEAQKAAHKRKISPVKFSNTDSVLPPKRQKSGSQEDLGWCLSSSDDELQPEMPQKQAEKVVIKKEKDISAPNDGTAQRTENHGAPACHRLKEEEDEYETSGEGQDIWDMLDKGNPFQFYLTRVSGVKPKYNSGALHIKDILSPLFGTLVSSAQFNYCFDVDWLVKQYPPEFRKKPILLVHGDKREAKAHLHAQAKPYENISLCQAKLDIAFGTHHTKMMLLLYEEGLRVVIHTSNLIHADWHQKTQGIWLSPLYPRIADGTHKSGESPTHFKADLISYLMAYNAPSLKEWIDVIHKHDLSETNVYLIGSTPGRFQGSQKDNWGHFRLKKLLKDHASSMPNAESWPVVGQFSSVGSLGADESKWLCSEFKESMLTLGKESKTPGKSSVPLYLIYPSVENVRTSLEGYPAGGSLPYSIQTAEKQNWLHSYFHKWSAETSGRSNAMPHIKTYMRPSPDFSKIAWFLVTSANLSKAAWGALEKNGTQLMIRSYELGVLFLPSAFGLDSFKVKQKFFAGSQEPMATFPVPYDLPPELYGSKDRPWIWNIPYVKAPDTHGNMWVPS
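Recombinant human Tdp1 (E. coli-expressed, 1 nM final) preincubated with compounds 15 min at room temperature, then 5'-biotin/3'-phosphotyrosine-FITC DNA substrate (15 nM final) added for 5 min. AlphaScreen beads (10 ug/ml final) added 10 min; cleavage lowers signal.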
DT40 TDP1 no CPT = qHTS for Inhibitors of human tyrosyl-DNA phosphodiesterase 1 (TDP1): qHTS in cells in absence of CPT. DT40 Tdp1-/- hTDP1 cells, no CPT, ATP luminescence, 48 h. Potency, µM (highest dose often 46.2 µM), for the others: at the top dose activity change, negative = growth inhibition, hits mostly inhibitors. actives 15% (n = 420,000). AID 686978, 2013; also: nearly all actives have a fitted effect of over 55% in size
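Stably hTDP1-transfected Tdp1-null chicken DT40 cells were treated with library compounds minus camptothecin and grown for at least 48 hr at 37 °C, after which cellular ATP was quantified by luminescence.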
* = called active by the depositor; ? = inconclusive; / = no result given; & = joins results of further samples; ! = not confirmed by another sample; [ ] = another dose, or the depositor's remark. Calls follow the shape of the dose curve; as a rule, active = well fitted curve in the direction sought with a large enough effect; inconclusive = small, poorly fitted or top-dose-only effect, or another doubt; inactive = no such curve, though single readings can be large; an effect the other way counts as inactive or inconclusive. Unless noted, % is scaled to controls: 0 for no effect and ±100 for the full control effect; potency is read from the fitted curve at half-maximal effect.

Preview:
Value order – N370S GC mod | TDP1 block | DT40 TDP1 no CPT
CC(=O)OCC(=O)[C@@]1(O)CCC2C3C[C@H](C)C4=CC(=O)C=CC4(C)C3C(O)CC21C (stereo partly drawn)
    -10% | 5% | /
Cc1cc(C)n(Cc2ccc(C(=O)Nc3cccc(Br)c3)o2)n1
    -1% | 3% | ?
Cc1cccc(Cc2nnc(CCC(=O)N3CCCC(CN4CCOCC4)C3)o2)c1 (stereo not drawn)
    7% | 1% | 5%
O=C(Nc1cccc(-c2csc(Nc3cccc(C(F)(F)F)c3)n2)c1)c1ccccc1
    6% | 4% | ?

Results, from the start:
Value order – N370S GC mod | TDP1 block | DT40 TDP1 no CPT
CC(=O)OCC(=O)[C@@]1(O)CCC2C3C[C@H](C)C4=CC(=O)C=CC4(C)C3C(O)CC21C (stereo partly drawn)
    -10% | 5% | /
Cc1cc(C)n(Cc2ccc(C(=O)Nc3cccc(Br)c3)o2)n1
    -1% | 3% | ?
Cc1cccc(Cc2nnc(CCC(=O)N3CCCC(CN4CCOCC4)C3)o2)c1 (stereo not drawn)
    7% | 1% | 5%
O=C(Nc1cccc(-c2csc(Nc3cccc(C(F)(F)F)c3)n2)c1)c1ccccc1
    6% | 4% | ?
CC(=O)c1cccc(Nc2nc(-c3cccc([N+](=O)[O-])c3)cs2)c1
    17% | 8% | ?
CC(C)(C)c1nc(NCC2CCCO2)c2nnn(Cc3ccccc3)c2n1 (stereo not drawn)
    13% | -2% | ?
CC(Oc1ccc(Cl)cc1)C(=O)NNC(=S)NC(=O)c1ccco1 (stereo not drawn)
    17% | 9% | 16µM*
CC(C)Oc1ccc(CCc2nnc(SCC(=O)O)n2-c2ccccc2)cc1
    6% | -8% | 5%
O=C(C1=C(O)C(=O)N(CCN2CCOCC2)C1c1ccccn1)c1cccs1 (stereo not drawn)
    -4% | 7% | -2%
O=C(Nc1nncs1)c1c(F)c(F)c(F)c(F)c1F
    -4% | -5% | -18%
COc1ccccc1CCC(=O)Nc1cc(S(=O)(=O)N2CCCCC2)ccc1N1CCN(C)CC1
    -19% | / | 21µM*
Cn1cccc1-c1cc(C(=O)N/N=C/c2cccc(O)c2)[nH]n1
    -1% | 4% | ?
O=c1[nH][nH]c(C(F)(F)F)c1C=NCc1cccc(Cl)c1
    5% | -6% | 4%
CN(Cc1ccccc1)C(=O)CN1C(=O)c2ccc([N+](=O)[O-])cc2C1=O
    4% | 0% | 4%
Cc1cccc(-c2noc(CN(C(=O)c3ccc(C)c(C)c3)C(C)C)n2)c1
    / | 0% | 3.7µM*
Cc1c(C)c(C)c(S(=O)(=O)Nc2ccc3[nH]c(=O)[nH]c3c2)c(C)c1C
    -3% | 8% | ?
COc1ccc(COC(=O)c2[nH]c3c(c2C)C(=O)CC(c2ccc(OC)c(OC)c2)C3)cc1 (stereo not drawn)
    / | 2% | 6.5µM*
Cc1nc2c(ncn2-c2ccccc2)c(=O)n1NC(=O)CN1CCCC1
    0% | 6% | 4%
Cc1cccc(NC(=O)Cn2c(=O)n(CCCCCC(=O)NCc3ccc4c(c3)OCO4)c(=O)c3sccc32)c1
    / | -2% | ?
CCSc1ncc(Cl)c(C(=O)Nc2ccc(S(=O)(=O)N(C)c3ccccc3)cc2)n1
    / | 1% | 12µM*
FC(F)(F)c1cc(-c2ccccc2)nc(N2CCCCCC2)n1
    3% | 5% | 2%
Cc1cc(-c2ccc(Cl)cc2)c2cnn(C(C)C)c2n1
    -9% | / | -22%
Cc1cc(NC(=O)CSc2nc(N)c(NC(=O)c3ccccc3)c(=O)[nH]2)no1
    0% | 8% | -8%
O=C(/C=C/c1ccc(Cl)cc1)NC(=S)NN1CCCCC1c1cccnc1 (stereo not drawn)
    -9% | 8% | /
O=C(c1ccc2c(=O)n3c(nc2c1)CCCCC3)N1CCN(c2ccccc2)CC1
    12% | 2% | ?
CCC(C)c1ccc(NS(=O)(=O)c2c(C)[nH]c(=O)[nH]c2=O)cc1 (stereo not drawn)
    -19% | / | -2%
CCC(C)(C)NC(=O)Cc1ccc(F)cc1
    13% | 5% | -2%
CSc1cccc(NC(=O)N2CCc3ccc(NC(=O)c4ccccn4)cc3C2)c1
    2% | 4% | 13µM*
CCOC(=O)c1cc(OC(=O)c2ccccc2)n(-c2ccccc2)n1
    -8% | 4% | -2%
O=C(CSc1nc(-c2ccccc2)c(-c2ccccc2)o1)Nc1nnc(-c2ccccc2)s1
    5% | 7% | -25%
COC(=O)CN1C(=O)COc2ccc(S(=O)(=O)N3CCOCC3)cc21
    3% | 2% | 37%[activator]
CC(NC(=O)CCc1cn(Cc2ccccc2Cl)c2ccccc12)c1ccccc1 (stereo not drawn)
    / | 5% | 23µM*
O=C(Nc1ccc(N2CCN(C(=O)c3ccco3)CC2)cc1)c1ccc(F)cc1
    9% | 2% | 21µM*
COc1ccccc1-c1noc(CCCC(=O)Nc2cc(C)ccc2C)n1
    / | 6% | ?
Cn1c(N2CCN(S(=O)(=O)c3ccc(F)cc3)CC2)nc2ccccc21
    0% | -2% | ?
O=C(CCn1c(=O)sc2ccccc21)Nc1nccs1
    4% | 7% | -21%
CC(=O)Oc1ccc2c(c1C(C)C)CCC1C(C)(C)CCC[C@@]21C (stereo partly drawn)
    7% | 6%[56.1 µM] | -2%
COC(=O)CSC1=C(C#N)C(c2ccccc2F)CC(=O)N1 (stereo not drawn)
    1% | / | ?
Cc1ccc(N(C(=O)CNC(=O)c2ccco2)C(C(=O)NC2CCCC2)c2cccnc2)c(C)c1 (stereo not drawn)
    6% | / | -4%
COCCn1nnnc1C(CC(C)C)N1CCN(C(=O)c2ccco2)CC1 (stereo not drawn)
    0% | 0% | 3%
COc1ccc(CCN2C(=O)CN(Cc3ccccc3)CC2=O)cc1OC
    2% | 5% | -2%
CC(C)(C)c1ccc(OCC(=O)NCCN2CCOCC2)cc1
    -6% | / | -9%
CC(Nc1c[nH]c(=O)[nH]c1=O)c1ccccc1 (stereo not drawn)
    -9% | / | -27%
CC(C)C[C@@H](CSc1ccc(Br)cc1)N1CCN(C)CCC1=O
    -15% | -1% | ?
Cc1ccccc1C(=O)N1CCN(c2ncnc3c2cnn3-c2ccccc2)CC1
    -1% | 7% | 23µM*
COc1ccc(-n2nc3c(c2NC(=O)c2cc4ccccc4o2)CS(=O)(=O)C3)cc1
    -5% | 4% | -4%
Cc1ccc(C(=O)c2cn(Cc3cccc(F)c3)c3nc(C)ccc3c2=O)cc1
    / | 4% | 21µM*
Cc1ccc(-n2c(=O)c3c(C)c(C)sc3n(Cc3ccc(F)cc3Cl)c2=O)cc1C
    / | 0% | 1%
COc1ccc(CCNC(=O)c2csc3c2CCCCC3)c(OC)c1
    / | -1% | ?
COc1cc(C(=O)N/N=C/c2ccc(OC(=O)c3ccccc3Cl)cc2)ccc1O
    -17% | 2%[56.1 µM] | ?
O=C(Nc1cc(S(=O)(=O)N2CCCCCC2)ccc1OCC(F)(F)F)c1cnccn1
    / | 1% | ?
Cc1ccc(S(=O)(=O)CCC(=O)OCc2cc(=O)oc3cc(C)ccc23)cc1
    / | 2% | -1%
CCOc1ccc(S(=O)(=O)NCCc2sc3nc(-c4ccc(F)cc4)nn3c2C)cc1
    / | 5% | 15µM*
Cc1c(N=Nc2ccc(N(C)C)cc2)c(=O)n(-c2ccccc2)n1C
    11% | 5% | 16%
O=C(Nc1ccc(Cl)cc1)c1cc2nc(-c3ccc4c(c3)OCO4)cc(C(F)(F)F)n2n1
    / | -2% | ?
CNC(=O)C1CCN(S(=O)(=O)c2c(C)noc2/C=C/c2ccc(OC)cc2)CC1
    -11% | / | -25%
O=C(NCC(O)COc1ccc([N+](=O)[O-])cc1)Nc1ccccc1 (stereo not drawn)
    -8% | -2% | -20%
Cc1ccc2oc(=O)c3cc(C(=O)Nc4ccc(C)c(F)c4)sc3c2c1
    / | 1% | -5%
CC(C)(C)c1cnnn1-c1ccc(C=O)cc1
    5% | 0% | -6%
Cc1c(Br)c([N+](=O)[O-])nn1CC(=O)N(C)Cc1ccccc1
    -2% | 2% | -2%

More entries follow:
Value order – N370S GC mod | TDP1 block | DT40 TDP1 no CPT
CNS(=O)(=O)c1ccc(NS(=O)(=O)c2ccccc2F)cc1
    1% | 3% | -16%
COc1ccc(C(=O)N(C)Cc2nc3ccccc3c(=O)[nH]2)cc1S(=O)(=O)N1CCCC1
    / | -3% | 5%
CCOC(=O)N1CCC(NC(=O)c2ccc3c(c2)N(Cc2ccc(Cl)cc2)C(=O)c2ccccc2S3(=O)=O)CC1
    / | 0% | 23µM*
Cc1ccccc1C(=O)O/N=C/c1c(N2CCOCC2)n(C)c2ccccc12
    4% | 1% | 1.3µM*
COc1cccc(CNS(=O)(=O)c2c(C(=O)N3CCCC3)c(C)n(C)c2C)c1
    -1% | 2% | 12%
Cc1ccc(NC(=O)Cn2ccnc2)cc1C
    -8% | -1% | ?
CC(C)(C)c1ccc(C(=O)N2CCN(C(=O)c3cccs3)CC2)cc1
    / | 2% | ?
Cc1ccc(-c2c[n+]3c(n2-c2ccccc2)SCC3)cc1
    -10% | / | 2.3µM*
O=C(COC(=O)c1ccc(O)cc1O)NC12CC3CC(CC(C3)C1)C2
    / | ? | ?
Cc1csc(SCC(=O)Nc2ccccn2)n1
    0% | 0% | -4%
c1ccc(N2CCN(c3nnnn3-c3ccccc3)CC2)cc1
    ? | 2% | ?
CCC1CCCCN1C(=S)Nc1ccc(OC(F)F)cc1 (stereo not drawn)
    32% | 3% | ?
O=C(O)CC/C(=N\NC(=O)CNC(=O)c1cccc(Cl)c1)c1ccccc1
    -7% | -8% | 8%
COc1ccc(-n2nnc3c(=O)n(CC(=O)N4CCC(C)CC4)cnc32)cc1
    -1% | 0% | -11%
CCCC(=NCCc1c(C)[nH]c2ccccc12)C1=C(O)CC(c2ccccc2)CC1=O (stereo not drawn)
    7% | 5% | 1.3µM*
COCCn1c(SCC(=O)N(C)c2c(N)n(Cc3ccccc3)c(=O)[nH]c2=O)nnc1-c1cccc(C)c1
    -18% | / | 5%
NC[C@H](O)c1ccc(O)c(O)c1
    -3%&1%&4%&-4% | 2.2µM*! | ?
O=C(NNC(=O)c1ccccc1Br)c1cnccn1
    / | 0% | ?
CC(=O)c1c(C)[nH]c(C(=O)Nc2cccc(C#N)c2)c1C
    -4% | 8% | 16µM*
Cc1ccccc1-c1nc(CS(=O)CC(=O)NCCc2ccc(Cl)cc2)c(C)o1 (stereo not drawn)
    1% | 6%&0% | ?
C(=N/n1c2ccccc2c2ccccc21)/c1ccco1
    10% | 7% | -9%
O=C(CSc1ccccn1)Nc1cccc([N+](=O)[O-])c1
    -5% | 5% | ?
Cc1nn(Cc2c(Cl)cccc2Cl)c(C)c1NC(=O)CCCn1nc([N+](=O)[O-])c(Cl)c1C
    -8% | 0% | 21µM*
CN(C)CCCN(C(=O)c1ccc(S(=O)(=O)N(C)C2CCCCC2)cc1)c1nc2ccc(Br)cc2s1
    ? | 8% | ?
Cn1nc(C(F)(F)F)c(/C=N/OC(=O)c2ccccc2)c1SCc1ccc(Cl)cc1
    6% | -2% | ?
CN(C)CCCNC(=O)C[C@H]1C[C@H](C(=O)N2CCOCC2)[C@@]2(CCC3CCCC3)c3[nH]c4cc(-c5ccco5)ccc4c3CCN2C1=O
    / | 3%[56.1 µM] | ?
CCCC(=O)Nc1cc(C)c(NC(=O)c2cccs2)cn1
    -12% | 2% | 2%
O=C(Nc1ccc(S(=O)(=O)N2CCCCC2)cc1)c1ccc(=O)[nH]c1
    / | 0% | ?
CN(CC(=O)Nc1c(Cl)cccc1Cl)C(=O)CNC(=O)C1CCCCC1
    2% | 5% | -15%
CCN(Cc1ccncc1)Cc1nc(Cc2ccccc2Cl)no1
    24% | 5% | 13µM*
CCN1C(=O)[C@H]2[C@@H](c3ccc(-c4cccc(Cl)c4)c(OC)c3)N[C@@](Cc3ccccc3)(C(=O)OC)[C@H]2C1=O
    11% | 0% | 18µM*
Cc1ccc(S(=O)(=O)NC(=O)C2CCCCC2)cc1
    / | 0%[56.1 µM] | 10%
O=C1CCCc2nc(N3CCN(Cc4ccccc4)CC3)ncc21
    6% | -1% | -15%
CCC(=O)c1ccc(OCC(=O)Nc2cc(S(=O)(=O)N3CCCCC3)ccc2N2CCN(CC)CC2)cc1
    -5% | 1%[0.505 µM] | 18µM*
Cc1ccc(C(=O)N/C(=C\c2cn(S(=O)(=O)N(C)C)c3ccccc23)C(=O)NCCN2CCOCC2)cc1
    -8% | / | 5%
Cc1csc(NC(=O)CSc2nnc(-c3ccncc3)o2)n1
    1% | -4% | ?
CC(C(=O)Nc1ccc(Cl)cc1Cl)N1C(=O)NC2(CCCCCCC2)C1=O (stereo not drawn)
    / | 1% | ?
COc1cc(/C=C2\N=C(c3ccccc3)OC2=O)ccc1OCc1c(C)no[n+]1[O-]
    0% | -5% | 31%[activator]

Source: PubChem (National Center for Advancing Translational Sciences (NCATS))

These rows are one share of the data (hit frequency here may not be typical).
